# proCasp7 act = counter-screen: procaspase-7 (human) activation; P55210; recombinant procaspase-7, Ac-DEVD-pNA absorbance 405 nm; D23A/D198A/D206A triple mutant, cannot self-cleave; scale: DMSO 0, 5 µM enzyme 100; activation, % at 8.5 µM; 330,000 compounds, 0.093% hits;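 active = percent activation above the screen-wide mean plus 3 SD, cut at about 25% in these data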
# Target sequence (P55210 whole entry D23A/D198A/D206A): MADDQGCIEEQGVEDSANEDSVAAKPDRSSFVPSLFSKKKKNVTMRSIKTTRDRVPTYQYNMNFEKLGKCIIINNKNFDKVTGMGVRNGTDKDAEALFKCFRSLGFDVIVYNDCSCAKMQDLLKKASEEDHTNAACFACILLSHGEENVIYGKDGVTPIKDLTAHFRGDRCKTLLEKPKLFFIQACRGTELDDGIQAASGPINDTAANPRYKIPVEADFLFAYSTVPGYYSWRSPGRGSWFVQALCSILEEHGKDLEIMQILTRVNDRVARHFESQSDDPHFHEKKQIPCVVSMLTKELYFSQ
#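 Detection: p-Nitroaniline absorbance at 405 nm, read at 0 and 120 min; system: Uncleavable procaspase-7 mutant enzyme; evaluation: % activation from two-timepoint absorbance difference, scaled to controls; times: 1 h enzyme–compound preincubation and 2 h substrate reaction, both 25 °C; buffer or medium: Zinc-free HEPES pH 7.4 with 300 mM NaCl, 0.01% Triton X-100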
# RPL19A-GFP yeast = alters RPL19A-GFP fluorescence in TOR pathway yeast screen; percent response vs DMSO, % at 10 µM; 330,000 compounds, 0.3% hits; S. cerevisiae RPL19A-GFP strain, flow cytometry, 3 h; hits give low values;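 active = percent response vs DMSO below 50%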;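 note: median channel GFP fluorescence of the barcoded RPL19A-GFP strain; ratio of sample median GFP to plate DMSO average so 100% = DMSO; lower means less RPL19A-GFP as with rapamycin TOR inhibition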
# procasp3 activ = activators of human procaspase-3; P42574; recombinant procaspase-3 D3A, Ac-DEVD-pNA absorbance 405 nm; activation, % at 8.5 µM; 330,000 compounds, 0.11% hits; AID 463141;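 active = activation above the mean of all tested compounds plus 3 SD, cut at about 21% in these data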;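 note: 0% = DMSO alone and 100% = DMSO wells spiked with extra 5 µM PC-3 D3A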
# Target sequence (P42574 whole entry D9A/D28A/D175A): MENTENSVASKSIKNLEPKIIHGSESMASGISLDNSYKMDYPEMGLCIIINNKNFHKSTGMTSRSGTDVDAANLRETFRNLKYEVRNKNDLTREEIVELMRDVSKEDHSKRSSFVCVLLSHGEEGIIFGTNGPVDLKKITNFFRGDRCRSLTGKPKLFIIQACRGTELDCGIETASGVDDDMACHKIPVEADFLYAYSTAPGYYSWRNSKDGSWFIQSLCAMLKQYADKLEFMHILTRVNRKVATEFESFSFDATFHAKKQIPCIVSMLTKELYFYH
#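 material = Procaspase-3 D3A mutant | probe or stimulus = Ac-DEVD-pNA | compound = single dose, 8.5 µM nominal compound, 0.8% DMSO | timing = 1 h preincubation, 2 h reaction | measured by = 405 nm absorbance of p-nitroaniline, reads at 0 and 120 min | benchmarks = DMSO-only low control, 5 µM PC-3 D3A high control | repeats = singlicate, each compound tested once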
# AHR activator = activators of human aryl hydrocarbon receptor; AHR-responsive luciferase reporter cells, luminescence; P35869; activation, % at 5 µM; 320,000 compounds, 2.5% hits; in the data active = activation above about 47%;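 note: 0% = vehicle wells and 100% = reference agonist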
# MEP2 TOR yeast = alters MEP2-GFP fluorescence in TOR pathway yeast screen. GFP response vs DMSO, % at 10 µM. 330,000 compounds, 0.51% hits. S. cerevisiae MEP2-GFP strain, flow cytometry GFP, 3 h; 100% = DMSO control level. AID 2016;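 active = GFP response versus DMSO above a set limit, roughly screen mean plus 3 SD, cut at about 180% in these data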;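 note: median GFP fluorescence of the barcode-gated MEP2-GFP cells per well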
# LAP4 TOR yeast = modulators of TOR pathway LAP4-GFP in S. cerevisiae; S. cerevisiae LAP4-GFP multiplex, flow cytometry GFP, 3 h; median GFP as percent of DMSO wells; AID 2023; 320,000 compounds, 0.34% hits; GFP response vs DMSO, % at 10 µM;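 active = GFP response vs DMSO above a set limit, about the screen mean plus 3 SD, cut at about 150% in these data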
# AGP1 TOR yeast = yeast TOR pathway AGP1-GFP modulation; GFP response vs DMSO, % at 10 µM; 320,000 compounds, 0.02% hits; AID 2066; S. cerevisiae AGP1-GFP multiplex flow cytometry, 3 h; GFP as percent of DMSO wells;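 active = GFP response relative to DMSO above a set limit, near screen average plus 3 SD, cut at about 150% in these data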;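 note: median GFP channel fluorescence of the gated AGP1 strain per well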
# CIT2-GFP yeast = alters CIT2-GFP fluorescence in TOR pathway yeast screen | S. cerevisiae CIT2-GFP strain, flow cytometry, 3 h; 100 means same as DMSO wells | GFP response vs DMSO, % at 10 µM | 320,000 compounds, 0.065% hits | AID 2029;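 active = GFP response relative to DMSO above a set limit, near the screen mean plus 3 SD, cut at about 150% in these data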;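 note: ratio of well median GFP fluorescence to mean of DMSO wells on the plate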
# Starred values were filed as active, the others as inactive; nt = not tested or not shown.
SMILES,proCasp7 act,RPL19A-GFP yeast,procasp3 activ,AHR activator,MEP2 TOR yeast,LAP4 TOR yeast,AGP1 TOR yeast,CIT2-GFP yeast
Cc1cc(C)cc(Oc2c(C(F)(F)F)oc3cc(OCC(=O)O)ccc3c2=O)c1,-4,98,4,1,99,88,85,93
Cc1nnc(NC(=O)/C=C/c2ccco2)s1,-1,97,-1,120*,107,94,91,95
CC1(CCc2ccccc2)NC(=O)N(CC(=O)Nc2ccccc2)C1=O (stereo unspecified),-3,93,5,3,91,85,98,93
C/C(N)=C(/C#N)C(=O)CSc1nc2ccc(C)cc2[nH]1,-5,102,-4,43,109,108,96,101
CCN(CC)C(=O)CSc1nnc(-c2ccccn2)n1-c1ccccc1OC,4,108,-11,1,107,122,110,101
COc1cc(C(=O)Nc2cccc(-c3nncn3C)c2)cc(OC)c1OC,-7,103,-1,11,103,94,98,96
O=C1C2C(c3cccc(/C=C/c4ccccc4)c3)CC=CC2C(c2ccc3ccccc3c2)N1Cc1ccccc1 (stereo unspecified),1,111,-4,3,97,105,97,87
Cc1cnc(C(=O)OCC(=O)NCc2cccc(Cl)c2)cn1,-2,94,-1,-1,96,98,96,102
CCN(CC)C(=O)CSc1nc(O)cc(=O)n1CC,5,103,2,1,103,98,98,98
CC1CC(C)CN(CCCNC(=O)Cn2ncc3c(=O)oc4ccccc4c32)C1 (stereo unspecified),-4,95,-5,6,98,101,90,97
CCOc1ccc(N2C(=O)Nc3ccc(Br)cc3C2(O)C(=O)NCCCN(C)C)cc1 (stereo unspecified),4,96,-3,2,102,104,100,97
COc1ccccc1C(=O)Nc1ccnn1C1CCN(Cc2cnn(C)c2C)CC1,10,104,3,0,95,68,91,nt
CCOC(=O)Cn1nc(NC(=O)c2ccc3c(c2)OCO3)cc1C,10,107,-3,23,108,105,104,102
CN(c1ccc(OCC(=O)N2CCOCC2)cc1)S(=O)(=O)c1ccc(Cl)cc1,-4,102,4,-1,101,105,104,101
CCOc1ccc(NC(=O)c2cnsn2)cc1,-14,98,-4,4,104,103,99,106
Cc1ccc2c(c1)C(=O)CCCCC(=O)N2,6,99,9,-2,101,103,107,98
O=C(NC1CC1)C1CCCN(C(=O)Nc2ccc(F)cc2)C1 (stereo unspecified),-1,102,2,-1,108,98,101,106
CCn1c(N2CCN(C(=S)NC)CC2)nc2ccccc21,3,100,3,-4,104,92,107,108
CCOc1ccc(NC(=O)CN(C)C(=O)COc2cccc3c2OC(C)(C)C3)cc1OCC,-2,93,4,1,97,104,96,84
CN1C(=O)C(C(=O)NC(C)(C)C)C2c3ccccc3OC13CCCCC23 (stereo unspecified),-4,100,-2,0,105,107,100,97
CSc1ncccc1C(=O)Nc1cccc(S(=O)(=O)N2CCOCC2)c1,5,99,15,0,106,101,97,98
O=[N+]([O-])c1ccc(N2CCCC2)nc1,-13,90,-8,-4,96,94,89,89
Cc1nc2ccc(Br)cc2c2c1CC(CO)O2 (stereo unspecified),-7,100,5,14,103,96,100,105
COc1cc(/C=N/Nc2nc3ccccc3[nH]c2=O)ccc1O,-12,114,-6,25,115,74,106,119
COc1ccc2c(c1)O[C@H]1c3ccc(O)cc3OC[C@@H]21,-1,98,4,1,104,103,102,97
Cc1ccc(S(=O)(=O)N2CCN(S(=O)(=O)N3CCOCC3)CC2)c(C)c1,8,97,10,0,99,101,100,96
CC1(C)CC2(CCO1)OC(=O)CC2C(=O)NCCc1ccccc1 (stereo unspecified),6,102,6,1,101,101,100,98
CCOc1ccc(C(=O)Nc2ccc(S(=O)(=O)Nc3nccc(C)n3)cc2)cc1OCC,1,98,6,1,123,98,86,104
COc1ccc([N+](=O)[O-])cc1NC(=O)COC(=O)Cc1cc(OC)c(OC)c(OC)c1,-2,93,-4,2,88,97,92,92
CCCC[n+]1ccn(-c2nc3ccccc3nc2[N-]S(=O)(=O)c2ccccc2)c1,4,99,-4,-2,105,102,106,102
C[C@@]12C(=O)N(c3cccc(Cl)c3)C(=O)N1[C@H](c1ccc(Cl)cc1)[C@@H]1C(=O)N(C3CCCCC3)C(=O)[C@@H]12,1,96,3,2,92,97,84,76
CN(CC1CCOCC1)C(=O)CC1C(=O)NCCN1C/C=C/c1ccccc1 (stereo unspecified),-2,93,-6,2,96,98,97,96
O=C(CCCN1C(=O)/C(=C/c2cccc(Br)c2)SC1=S)NCCCN1CCOCC1,-13,101,-11,-2,103,89,97,100
CC(=O)Nc1nc2ccccc2n1CCOc1ccccc1Cl,2,96,-2,9,98,97,95,90
CCCc1cc(C(=O)Nc2ccc(C(C)=O)cc2)no1,-3,91,1,1,94,96,87,90
CCOC(=O)c1ccccc1NC(=O)c1ccccc1SC,-2,104,0,5,114,115,105,98
CC(C)NCCCOc1ccc(C(C)(C)c2ccccc2)cc1,2,88,-12,2,83,nt,85,84
CCOC(=O)c1c(NC(=O)COC(=O)c2nc(Cl)ccc2Cl)sc2c1CCC2,0,112,1,6,129,110,116,110
CCOC(=O)C(=O)N/N=C(/c1ccccc1)c1ccc(OC)cc1,6,97,-1,-3,90,104,109,102
CCOC(=O)C1CCCN(CCC(=O)Nc2cccc(F)c2)C1 (stereo unspecified),1,100,-3,0,94,96,106,98
O=C(CNC(=O)c1ccc(Cl)cc1)c1ccc(Br)cc1,-5,100,2,6,106,98,97,101
O=C(NC(=S)Nc1cccc([N+](=O)[O-])c1)C1CCCCC1,-3,101,8,-1,97,86,82,90
CCOC(=O)/C(N=Nc1c(Br)cc(Br)cc1Br)=C(\C)O,3,105,2,1,103,101,114,107
COc1ccc(OC)c(NC(=O)NCCc2c[nH]c3ccccc23)c1,nt,101,nt,nt,102,99,96,99
Cc1ccc(F)c([C@H]2[C@H]3C=CC[C@@H](C)[C@@H]3C(=O)N2Cc2ccccc2)c1,-8,103,1,2,101,86,102,102
CC(=O)Oc1cccc(C(=O)Nc2cccc(C(=O)Nc3ccccc3C(=O)O)c2)c1,4,107,-6,-1,100,80,102,108
CCN(CC)c1ncnc2c1cnn2Cc1ccc(Cl)cc1,-3,91,7,2,98,113,99,87
CC(C)(CO)Nc1nc(Cl)nc(NC2CCCCC2)n1,6,101,5,0,100,108,102,89
COc1cccc(CNc2ccc3c(c2)nc(C)n3C)c1OC,12,101,1,67*,98,87,99,103
Cc1cccc(CCNC(=O)C2CCC(=O)N(Cc3ccc(Cl)cc3)C2)n1 (stereo unspecified),-14,94,6,-2,93,95,97,91
CC(C)C(=O)O/N=C(\N)c1ccc(Oc2ccc(Cl)cc2)c([N+](=O)[O-])c1,3,96,4,4,102,108,99,89
Cc1ccccc1OCCN1C(=O)C(=O)c2cccc(C)c21,4,103,-4,3,96,88,98,104
CN1CCC(CNC(=O)Nc2ccccc2)(c2ccccc2)CC1,-2,101,5,0,106,93,99,99
COc1ccc(CNC(=O)c2ccc(CS(=O)c3ccccc3)o2)cc1 (stereo unspecified),-4,95,3,6,100,100,96,101
O=C(NNC(=O)c1ccccc1[N+](=O)[O-])Nc1ccc(Cl)cc1,2,102,1,3,114,110,105,108
COc1cccc(C(=O)NC2CCSC2=O)c1 (stereo unspecified),2,100,1,0,107,101,100,105
CCN(CC)CCn1c2ccccc2c2cnc(N)c(C#N)c21,-10,99,8,6,97,96,102,101
CCOCCn1c2ccccc2c2nc3ccccc3nc21,-13,106,-10,38,118,104,94,108
COc1ccc(CNC(=O)C[C@H]2C(=O)N(Cc3ccccc3)C[C@@H]2Cc2ccccc2)cc1,1,99,5,-3,95,128,85,97
CN(C)C(CNC(=O)CCC(=O)c1ccc(Br)cc1)c1ccccc1 (stereo unspecified),-7,98,2,5,95,89,94,91

# Reprinted from the results shown for reference:
SMILES,proCasp7 act,RPL19A-GFP yeast,procasp3 activ,AHR activator,MEP2 TOR yeast,LAP4 TOR yeast,AGP1 TOR yeast,CIT2-GFP yeast
CCN(CC)CCn1c2ccccc2c2cnc(N)c(C#N)c21,-10,99,8,6,97,96,102,101
CCOCCn1c2ccccc2c2nc3ccccc3nc21,-13,106,-10,38,118,104,94,108
COc1ccc(CNC(=O)C[C@H]2C(=O)N(Cc3ccccc3)C[C@@H]2Cc2ccccc2)cc1,1,99,5,-3,95,128,85,97
CN(C)C(CNC(=O)CCC(=O)c1ccc(Br)cc1)c1ccccc1 (stereo unspecified),-7,98,2,5,95,89,94,91

# The list goes on.
SMILES,proCasp7 act,RPL19A-GFP yeast,procasp3 activ,AHR activator,MEP2 TOR yeast,LAP4 TOR yeast,AGP1 TOR yeast,CIT2-GFP yeast
O=C(c1cc2cc(F)ccc2[nH]1)N1CCN(c2cccc(Cl)c2)CC1,8,99,8,18,106,104,105,100
COCCNC(=O)C(C)N(c1ccc(OC)cc1)S(C)(=O)=O (stereo unspecified),6,103,4,4,102,96,104,105
CC1CCN(S(=O)(=O)c2cccc(S(=O)(=O)N3CCOCC3)c2)CC1,6,100,8,0,100,94,99,101
Cn1cc(CN2CCN(Cc3ccc4c(c3)OCO4)CC2)c(-c2ccccc2F)n1,-7,103,0,0,105,96,98,98
Cc1ccccc1NC(=O)/C(C#N)=C\c1ccsc1,-7,99,-2,84*,97,95,89,91
Cc1nc2ccccn2c1CN(C)C(=O)C1CCC(=O)N(Cc2cccc(F)c2)C1 (stereo unspecified),-4,99,4,0,110,98,98,103
Cn1c(CN2CCOCC2)nnc1SCC(=O)Nc1ccc2c(c1)OCCO2,0,98,0,3,104,104,104,112
CCOc1ccc2nc(SCC(=O)N(CCOC)c3c(N)n(Cc4ccccc4)c(=O)[nH]c3=O)[nH]c2c1,-6,98,13,17,102,107,105,103
CC(C)(C)C(=O)Oc1cc(N)n(S(=O)(=O)c2ccccc2)n1,-24,107,-21,0,103,97,105,101
O=C(c1cccc([N+](=O)[O-])c1)N1CCN(c2ccc(N3CCOCC3)nn2)CC1,8,92,6,0,90,113,100,90
COc1cc2cc(C(=O)Nc3ccc4c(c3)OCCO4)[nH]c2cc1OC,-10,99,9,-7,101,100,98,103
COc1ccc(C(=O)NC2CCN(C(=S)Nc3cc(C)ccc3C)CC2)cc1,4,98,-5,0,101,91,103,101
COc1cccc(-n2c([S-])c(C(=O)Nc3ccc(C(F)(F)F)cc3)[n+]3ccccc23)c1,7,107,-3,-3,112,106,123,107
O=C(/C=C/c1ccccc1)NC(NC(=S)Nc1ccc(C(=O)O)cc1)C(Cl)(Cl)Cl (stereo unspecified),-9,99,3,2,103,96,98,99
Cc1ccc(NC(=O)C(C)Sc2n[nH]c(CNc3ccccc3)n2)cc1 (stereo unspecified),2,100,2,1,100,93,105,102
CNC(=O)CSc1ncnc2c1cnn2-c1ccccc1,7,95,5,0,98,112,102,93

# Screens from PubChem.

# Rows were taken by chance; 3.5% or so of the library scored in one or more.
